Wee1 stabilizer – Wee1 degradation inhibitors, primary screen, cell-based, HeLa, Wee1K328M-luciferase, luminescence | Wee1-like protein kinase (Homo sapiens), P30291 | HeLa Luc-Wee1K328M stability; 100% = proteasome inhibitor MG132 effect | reporter increase, % at 5 µM | hit rate 1.2% among 220,000;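 active means activation above the mean of all tested compounds plus 3 SD, set per screening run, cut at about 8.8% in these data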;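 further: cells exposed to compound for 20 h before luminescence read; 0% = DMSO alone and 100% = MG132 at 30 µM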
PPC-1+TRAIL kill – compounds killing PPC-1 cancer cells with TRAIL present, primary screen, TRAIL potentiator project, ATPLite luminescence, uHTS; cell killing (% activity), % at 4 µM; hit rate 0.41% among 220,000; PPC-1 cells + TRAIL, ATPLite viability luminescence;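 active means cell killing above 50% in the first pass at 4 µM, then a duplicate retest at 5 µM averaging 50% or more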;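 further: plate controls were cells with TRAIL plus DMSO for no effect and medium-only wells lacking cells for full effect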
BaF3 parental – parental Ba/F3 cell viability inhibition, counter-screen for JAK2V617F inhibitor project, murine pro-B, CellTiter-Glo luminescence; CellTiter-Glo ATP luminescence; inhibition, % at 5.6 µM; hit rate 1.1% among 220,000; AID 1486, 2009;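 active means inhibition above a per-campaign cutoff, the mean inhibition of all tested compounds plus 3 SD, cut at about 27% in these data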;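 further: 0% = DMSO wells and 100% = JAK Inhibitor I control wells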
TNF necrop inh – inhibitors of TNF-alpha triggered necroptosis, primary screen, cell-based, Jurkat FADD-/-, single concentration. AID 463075, 2010. Jurkat FADD-/- TNF necroptosis rescue, ATP luminescence, 24 h; 0 = TNF only, 100 = no-TNF cells. activation (protection from cell death), % at 10 µM. hit rate 0.068% among 220,000;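 active means activation, meaning protection from cell death, of at least 50% relative to plate controls; inactive means activation below 50%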;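 further: necroptosis triggered by 40 ng/mL TNF-alpha added together with compound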
Ba/F3 V617F tox – reduced viability of JAK2V617F-dependent Ba/F3 cells, primary screen, JAK2V617F inhibitor project, cell-based, Ba/F3 EpoR-JAK2V617F, luminescence; ATP luminescence; inhibition, % at 5.6 µM; hit rate 1.1% among 220,000; AID 1446, 2008;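 active means inhibition above the campaign mean plus 3 SD over all tested compounds, cut at about 24% in these data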;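 further: cytokine-independent growth of Ba/F3 cells driven by EpoR plus mutant JAK2; 0% = DMSO-treated cells and 100% = JAK inhibitor I control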
CHOP inh – inhibitors of CHOP promoter induction, primary screen, cell-based, unfolded protein response, luciferase reporter; CHO-K1 CHOP-promoter luciferase, tunicamycin-induced, 15-18 h; AID 2732, 2010; inhibition, % at 10 µM; hit rate 3.8% among 220,000;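 active means compounds that reduced the stress-induced luciferase reporter signal by more than about 70% of percent inhibition, limit read from the data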;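 further: 0% = tunicamycin plus vehicle and 100% = wells without tunicamycin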
RBBP9 inhibitor – human RBBP9 inhibitors, primary screen, biochemical, fluorescence polarization, FP-Rh probe, HTS; Serine hydrolase RBBP9 (Homo sapiens), O75884; recombinant RBBP9; inhibition, % at 7.94 µM; hit rate 0.2% among 220,000; AID 1515, 2009;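 active means inhibition above the campaign mean of all tested compounds plus 3 SD, cut at about 14% in these data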;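 further: plate controls were DMSO wells with RBBP9 for no effect and wells lacking RBBP9 protein for full effect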
Target sequence (O75884 whole entry, looked up): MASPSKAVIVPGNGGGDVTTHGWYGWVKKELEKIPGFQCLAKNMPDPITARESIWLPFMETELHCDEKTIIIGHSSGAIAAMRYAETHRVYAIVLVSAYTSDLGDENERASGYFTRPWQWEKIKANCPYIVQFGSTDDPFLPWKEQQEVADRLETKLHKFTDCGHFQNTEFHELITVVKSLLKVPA
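Test system: recombinant human RBBP9; Timing: 30 min then 45 min, 25 °C; Detection: fluorescence polarization; Control set: RBBP9 with DMSO as uninhibited control, no-protein wells as full inhibition; Compound dosing: one concentration, 7.94 µM nominal, 0.794% DMSO; Probe or stimulus: FP-Rh activity-based probe, 375 nM before mixing.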
TRPML3 ag – human TRPML3 channel agonists, primary screen, cell-based, HEK293 TRPML3-YFP, Fluo-8 calcium fluorescence, 3 µM; hit rate 0.29% among 220,000; AID 1448, 2008; 100% = the carbachol control signal; activation, % at 3 µM; Mucolipin-3 (Homo sapiens), Q8TDD5;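 active means activation above its plate's cutoff, the mean activation of the plate's test wells plus 3 SD, cut at about 12% in these data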;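 further: 0% = DMSO only wells and 100% = carbachol wells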
Target sequence (Q8TDD5 whole entry, looked up): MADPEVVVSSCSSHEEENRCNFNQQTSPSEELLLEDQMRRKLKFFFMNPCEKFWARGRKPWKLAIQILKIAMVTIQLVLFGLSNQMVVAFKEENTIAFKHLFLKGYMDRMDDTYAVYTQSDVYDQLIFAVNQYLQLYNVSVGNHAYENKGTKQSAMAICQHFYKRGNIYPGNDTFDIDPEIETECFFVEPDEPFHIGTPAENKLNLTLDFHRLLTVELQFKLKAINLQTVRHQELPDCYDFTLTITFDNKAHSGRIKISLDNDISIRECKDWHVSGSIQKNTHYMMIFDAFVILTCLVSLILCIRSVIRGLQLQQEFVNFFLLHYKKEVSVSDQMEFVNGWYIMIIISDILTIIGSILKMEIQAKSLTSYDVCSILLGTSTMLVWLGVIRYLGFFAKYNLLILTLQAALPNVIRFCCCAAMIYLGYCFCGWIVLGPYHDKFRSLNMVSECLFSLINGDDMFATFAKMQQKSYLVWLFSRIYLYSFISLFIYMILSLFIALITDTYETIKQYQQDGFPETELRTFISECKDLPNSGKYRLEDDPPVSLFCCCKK
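system = HEK293 cells stably carrying human TRPML3-YFP | doses = one concentration, 3 µM nominal, 0.3% DMSO | timing = dye loading 1 h 37 °C then 30 min ambient, 125 s read | detection = Fluo-8 calcium dye fluorescence, ex 470-495, em 515-575 nm | benchmarks = high control carbachol 87 µM, low control DMSO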
zfTRPN1 agonist – zebrafish TRPN1 channel agonists, primary screen, cell-based, HEK293, calcium fluorescence; transient receptor potential cation channel N1 (TRPN1/NompC), Danio rerio; AID 1424, 2008; HEK293 zebrafish TRPN1-YFP, Fluo-8 calcium fluorescence; 100% = response to 87 µM carbachol; activation, % at 3 µM; hit rate 0.18% among 220,000;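 active means activation above its plate's cutoff, the mean activation of test wells on that plate plus 3 SD, cut at about 19% in these data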;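 further: 0% = DMSO alone and 100% = 87 µM carbachol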
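Control set: carbachol 87 µM as high control, DMSO as low control; system: HEK293 stable line with zebrafish TRPN1-YFP; read-out: % activation versus carbachol response; detection: intracellular calcium fluorescence with Fluo-8; doses: single test compound dose, 3 µM nominal, 0.3% DMSO; schedule: dye 1 h 37 °C plus 30 min RT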
An asterisk follows results filed as active; [ ] = another dose, or the depositor's remark.

structure	Wee1 stabilizer	PPC-1+TRAIL kill	BaF3 parental	TNF necrop inh	Ba/F3 V617F tox	CHOP inh	RBBP9 inhibitor	TRPML3 ag	zfTRPN1 agonist
COc1ccc2c(c1)[nH]c1c(=O)n(CCC3=CCCCC3)cnc12	-1	8	6	-2.4	4	38	-2	0.5	0.2
CCn1c(SCc2nc3ccccc3[nH]2)nnc1-c1ccccc1OC	-5	-3	7	-2.1	-2	56	-7	1.6	2.4
Cc1occc1C(=O)N1CCN(c2ccccc2)CC1	-4	18	1	0.3	-2	8	-6	-0.3	1.7
O=S1(=O)N=C(N2CCc3ccccc3C2)c2ccccc21	3	12	1	-2.4	2	51	-11	0.1	1.2
O=C(Nc1c(C(=O)N2CCCC2)cnn1-c1ccccc1)c1cccc(F)c1	0	7	5	-1.9	-1	1	-1	-0.1	-1.6
Cc1nc(-c2ccccn2)sc1C(=O)Nc1ccc(Cl)c(Cl)c1	0	12	8	-3.0	1	37	-17	-0.6	2.1
COC(=O)[C@H](Cc1ccccc1)NC(=O)NCCC1=CCCCC1	6	35	1	-0.1	-2	26	-3	-0.2	-1.2
CCOc1ccc(S(=O)(=O)NCCC(=O)NC2=NCCS2)cc1	-1	-5	-1	-0.2	-1	13	-4	0.7	1.6
COc1ccc2nc(NC(=O)CSc3nnc(C)s3)sc2c1	-1	20	5	0.4	-4	21	-9	0.0	1.2
CCCNC(=O)Nc1ccccc1C(=O)Nc1ccc(OC)cc1	-1	12	4	-0.8	-3	40	-1	-0.2	0.7
O=C(NCc1ccc2c(c1)OCO2)c1cccc(C(=O)NCc2ccc3c(c2)OCO3)c1	0	10	2	0.3	1	-2	10	0.4	4.4
O=C(O)CNS(=O)(=O)c1ccc(C2CCCCC2)cc1	1	-4	5	-0.1	1	15	-9	0.9	-0.9
O=c1nc(-c2ccccc2)c2cc(Cl)ccc2[nH]1	-1	26	5	-4.9	0	-1	0	0.9	-0.1
O=C(Nc1ccc(-c2nc3ccccc3[nH]2)cc1)c1ccccc1NS(=O)(=O)c1ccc(F)cc1	0	12	2	0.1	2	20	-30	0.1	-0.1
Cn1cnnc1SCc1nnc(-c2ccccc2Br)o1	3	38	4	1.8	0	-48	1	0.5	2.0
Cn1c(Cc2ccccc2)nnc1SCC(=O)N1CCN(c2ccccc2)CC1	4	20	4	-2.1	-2	9	-5	1.0	4.1
COc1ccc(OC)c(C(=O)c2ccc(C(=O)c3cc(OC)ccc3OC)cc2)c1	-1	-10	0	2.3	-4	29	3	0.3	-1.7
CSc1ccccc1NC(=O)CCc1ccccc1	-1	5	8	-0.5	1	-9	-2	-0.4	-2.4
CCOC(=O)c1cnc(Nc2nc3ccccc3o2)nc1C	2	81*[5 µM]	4	-13	1	63	-3	0.5	0.4
Cc1noc(C(F)(F)F)c1C(=O)NNC(=O)c1ccccc1	1	7	-1	4.0	-4	1	-5	0.6	1.1
C/C(=N/N1CCN(c2ccccn2)CC1)c1ccc([N+](=O)[O-])cc1	0	8	4	0.2	2	30	-1	0.6	0.8
CCc1cc2c(SCC(=O)Nc3ccc(Cl)cn3)ncnc2s1	6	22	5	1.4	-2	31	-6	0.7	0.6
CCOC(=O)NNS(=O)(=O)c1cc(Br)ccc1Br	0	18	6	0.8	-2	-8	3	1.3	0.9
O=C(/C=C/c1ccccc1[N+](=O)[O-])NCCN1C(=O)S/C(=C\c2ccc(F)cc2)C1=O	1	34	3	1.1	-2	-57	-4	0.6	1.3
O=C(COc1cccc2c1CCN(Cc1ccccc1)C2=O)NCc1ccco1	1	-15	0	1.9	-4	13	-4	0.1	-0.4
COc1ccc(CCN2C(=O)C3C4CC(C5C(C(N)=O)=NOC45)C3C2=O)cc1OC (configuration not stated)	-3	1	4	0.6	0	-7	5	0.3	-0.9
CCOc1ccc(N(C(=O)Cn2nnc3ccccc32)C(C(=O)NC(C)(C)CC)c2cccn2C)cc1 (configuration not stated)	-1	34	2	0.3	-3	17	-4	0.3	-0.9
CCOC(=O)c1oc2nc3c(cc2c1N)CCCC3	5	16	-5	2.9	-5	1	1	0.3	0.9
Cc1nn(Cc2ccccc2)c(Cl)c1/C=C1\NC(=S)NC1=O	2	-8	6	1.4	-4	10	1	-0.4	-1.7
Clc1ccc2[nH]cc(-c3nnnn3-c3ccc4ccccc4c3)c2c1	1	18	-2	-5.7	-3	59	-4	0.1	0.3
Nc1cc(=O)[nH]c(SCC(=O)NNC(=O)Cc2ccccc2)n1	-3	14	3	0.4	0	2	-1	-0.1	-0.4
CC(Oc1ccc(C(C)(C)C)cc1)c1ccnc2nc(/N=C/N(C)C)nn12 (configuration not stated)	0	-10	6	-2.0	1	22	4	-0.4	0.1
CCN1CCN(C(=S)Nc2cccc([N+](=O)[O-])c2)CC1	-2	-4	3	1.5	1	-12	-7	0.7	0.5
O=C(COc1ncnc2ccccc12)NCCc1ccccc1	1	-21	7	0.4	-2	10	1	2.3	0.2
CCOc1ccc(C2=CS/C(=C(\C#N)c3nnc4n3CCCCC4)N2CC)cc1	-1	-1	6	-9.2	8	-3	-4	-0.2	0.8
CC(=O)c1cccc(S(=O)(=O)Nc2cccc(S(=O)(=O)NC3=NCCC3)c2)c1	4	11	3	1.4	-4	-11	-4	0.1	-0.2
Fc1ccc(-c2[nH]ncc2-c2nnnn2-c2ccccc2)c(F)c1	1	16	4	-1.5	-2	-2	-4	-0.2	-1.1
CCOC(=O)N1CCN(C(=O)c2ccc3c(=O)n(Cc4ccccc4)c(=S)[nH]c3c2)CC1	-2	17	4	-4.9	3	-20	-6	0.9	1.4
CCOc1ccc(Br)cc1S(=O)(=O)Nc1ccc(C(=O)OCC(=O)Nc2ccc(C#N)cc2)cc1	0	12	-1	1.8	3	18	1	1.3	2.9
COc1cc(/C=N/NC(=O)c2ccc(CN3C(=O)c4cccc5cccc3c45)cc2)cc(OC)c1O	2	20	-6	-9.1	5	-2	8	-0.6	1.0
COc1ccc(CCNC(=O)CSc2nc(C)cs2)cc1	0	15	10	2.1	4	5	1	-1.5	1.4
COc1ccc(NC(=O)CSc2nnc(CNC(=O)COc3ccc(Cl)cc3)o2)cc1	-2	16	5	-0.3	2	26	-4	-0.4	-1.9
c1ccc(COc2ccc(OCCCCN3CCCCC3)cc2)cc1	-2	12	5	-2.0	-2	-16	-4	1.2	0.5
COc1cccc(OCc2cc(/C=N/n3cncn3)ccc2OC)c1	-2	17	-7	-4.4	2	16	-6	0.6	0.0
Cc1ccc(NS(=O)(=O)c2ccc3c(c2)CCC(=O)N3)cc1C	0	-7	6	-3.1	2	26	-13	0.7	1.4
CC1(C)Cc2c(sc(/N=C/N3CCCCC3)c2C#N)C(C)(C)N1	-1	9	6	1.0	2	8	-6	1.3	-0.6
CCN=C1SC(C(=O)Nc2ccccc2)CC(=O)N1CC (configuration not stated)	1	16	-2	1.5	-5	-17	-10	0.9	-0.2
Cc1ccc(OCC(=O)c2c[nH]c3ccccc23)c([N+](=O)[O-])n1	0	23	4	-0.2	2	0	-9	0.9	0.8
CCOC(=O)Cc1csc(NC(=S)NC(=O)C(C)(C)C)n1	-1	4	3	0.6	1	7	-9	0.4	2.0
COCCNC(=O)C(c1ccc(F)cc1)N(CCOC)C(=O)CCC(=O)Nc1nccs1 (configuration not stated)	4	14	1	-0.1	2	5	-1	0.1	1.3
CN1CCN(C(=O)c2cc3c(C(F)(F)F)nn(C)c3s2)CC1	1	-2	-1	-0.1	-3	13	-4	-0.2	-0.1
Cc1ccc(N2CCN(CC(=O)Nc3c(C(=O)C4CC4)oc4ccccc34)CC2)cc1	-2	11	-3	0.8	-5	15	-6	0.3	-0.1
Cc1cccc(Cn2ccc(N)n2)c1	-1	23	5	2.0	-1	10	-8	-0.2	-1.2
O=C(Cc1ccsc1)NCC(c1ccco1)N1CCCCC1 (configuration not stated)	8	13	2	1.2	3	6	-6	0.2	0.2
Cn1c(=O)[nH]c(=O)c2c1nc(N1CCCCCC1)n2Cc1cccc2ccccc12	2	-4	6	0.5	-1	1	2	0.4	0.7
CCc1nnc(NS(=O)(=O)c2ccc(N/C=C(\C=O)c3nc4cc(Cl)ccc4o3)cc2)s1	-2	-2	6	-1.3	0	16	4	0.5	1.0
Cc1ccc(NCc2nnc(SCC(=O)Nc3cc(C)on3)n2C)cc1	-2	26	2	-0.2	-2	26	-3	0.3	1.1
C/C(=N/NC(=O)CN1CCN(Cc2ccccc2Cl)CC1)c1ccco1	0	2	-5	3.3	-1	1	11	0.3	1.2
CCOC(=O)Cc1csc(N/N=C\c2cccc(Br)c2)n1	1	28	4	-4.2	1	-17	-8	1.0	1.8
Cc1ccc(Nc2nc(COC(=O)C3CC3)cs2)cc1	1	12	8	0.1	-1	8	-5	0.9	2.1
COc1ccccc1C1CC(c2ccc(Cl)cc2Cl)Nc2nc(N)nn21 (configuration not stated)	-2	-14	4	-1.6	-5	41	-2	0.8	7.0
COc1ccc(C)cc1NC(=O)C(Sc1nnnn1C)c1ccccc1 (configuration not stated)	-2	1	6	0.4	-1	6	0	0.3	-3.5
COc1ccccc1NC(=O)CN1CCN(c2ccccc2OC)CC1	-1	-1	7	-1.4	6	15	5	-1.4	-0.9

Screens as filed in PubChem BioAssay.
